Vif imaging: inhibitors of HIV Vif | HEK293T cells, Vif self-association by quenched fluorescence, imaging, 24 h | inhibition, % at 7.49 µM | 340,000 compounds, 0.35% hits | AID 602346; in the data active = inhibition above about 50%, passing the limit was not always enough; also: some results filed as inactive read as strong as hits
C8 TRAIL sens: caspase-8 TRAIL sensitization; NB7+C8 cells + TRAIL, ATPlite viability luminescence; inhibition (viability loss, TRAIL sensitization), % at 10 µM; 360,000 compounds, 1% hits; AID 624354;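 active = compounds causing at least 50% loss of cell viability in the single-dose screen, relative to plate controls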
TLR9-MyD88 block: TLR9-MyD88 interaction inhibition | Q9NR96+Q99836 | CHO BLA complementation TLR9-MyD88, CCF4 FRET ratio | inhibition, % at 4.98 µM | 340,000 compounds, 0.21% hits | AID 504734;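 active = inhibition above the mean over all tested compounds plus 3 SD, cut at about 21% in these data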;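 also: 0% = DMSO only wells and 100% = clavulanate BLA inhibitor control wells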
SRC2 inh: inhibits human steroid receptor coactivator 2; Q15596; HEK293 GAL4-SRC2 luciferase reporter, luminescence; inhibition, % at 9 µM; 370,000 compounds, 0.17% hits; AID 651957;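 active = inhibition above the mean inhibition of all tested compounds plus 3 SD, set per campaign, cut at about 52% in these data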;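 also: 0% = DMSO treated cells and 100% = cells given Gossypol at 36 µM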
TROY NFkB inh: inhibitors of TROY-dependent NF-kB signaling; Q293 LMP1-TROYcd NF-kB luciferase reporter, 4 h; inhibition, % at 10 µM; 360,000 compounds, 0.98% hits; AID 1347056;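 active = compounds whose plate-normalised and pattern-corrected inhibition of the luciferase reporter signal at the single screening dose is 50% or more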
COUP-TFII inh: blocks human COUP-TFII nuclear receptor; HEK293T NGFI-A luciferase reporter, luminescence; P24468; 370,000 compounds, 0.7% hits; inhibition, % at 8.6 µM;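 active = inhibition above a per-plate cutoff, mean inhibition of test wells between control levels plus 3 SD, cut at about 38% in these data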;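 also: cells cotransfected with COUP-TFII expression vector driving the NGFI-A reporter; 0% = median of COUP-TF2 test wells and 100% = reporter-only cells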
NOD2-RIPK2 inh: inhibitors of human NOD2-RIPK2 interaction; O43353; CHO BLA complementation NOD2-RIPK2, CCF4 ratio; inhibition, % at 4.98 µM; 360,000 compounds, 0.38% hits; AID 624267; in the data active = inhibition above about 21%;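 also: 0% = vehicle only and 100% = reference blocker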
LMP1 NFkB inh: inhibitors of Epstein-Barr LMP1-induced NF-kappaB reporter; LMP1-induced NF-kappaB luciferase reporter cells, luminescence; inhibition, % at 12.5 µM; 350,000 compounds, 0.69% hits; AID 504558; in the data active = inhibition above about 41%;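 also: 0% = neutral control wells and 100% = reference inhibitor control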
NR5A2 inv ag: NR5A2 inverse agonism in reporter assay; HEK293T StAR-luciferase reporter, LRH-1 transfected, 24 h; 360,000 compounds, 0.13% hits; inhibition, % at 3.6 µM; O00482;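 active = inhibition above the mean inhibition of all tested compounds plus 3 SD, cut at about 73% in these data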;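 also: 0% = DMSO wells and 100% = reporter-only cells lacking LRH-1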
SRC1 inh: inhibitors of human steroid receptor coactivator 1 (SRC1); Q15788; HEK293 GAL4-SRC1 luciferase reporter, luminescence; inhibition, % at 3.6 µM; 360,000 compounds, 0.12% hits; AID 588354;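 active = inhibition above the campaign mean plus 3 SD, with each screening campaign given its own cutoff, cut at about 60% in these data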;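 also: 0% = DMSO treated cells and 100% = gossypol at 36 µM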
NCOA3 inh: inhibits human SRC3 coactivator; Q9Y6Q9; HEK293 GAL4-SRC3 luciferase reporter, luminescence; inhibition, % at 3.6 µM; 360,000 compounds, 0.17% hits; AID 588352;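 active = inhibition above a per-campaign cutoff, the mean of all compounds plus 3 SD, cut at about 60% in these data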;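 also: 0% = DMSO-treated cells and 100% = gossypol-treated cells at 36 µM; higher means less SRC3-driven luciferase light from the GAL4 reporter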
Target sequence (Q9Y6Q9 whole entry, looked up, the tested form may be a part): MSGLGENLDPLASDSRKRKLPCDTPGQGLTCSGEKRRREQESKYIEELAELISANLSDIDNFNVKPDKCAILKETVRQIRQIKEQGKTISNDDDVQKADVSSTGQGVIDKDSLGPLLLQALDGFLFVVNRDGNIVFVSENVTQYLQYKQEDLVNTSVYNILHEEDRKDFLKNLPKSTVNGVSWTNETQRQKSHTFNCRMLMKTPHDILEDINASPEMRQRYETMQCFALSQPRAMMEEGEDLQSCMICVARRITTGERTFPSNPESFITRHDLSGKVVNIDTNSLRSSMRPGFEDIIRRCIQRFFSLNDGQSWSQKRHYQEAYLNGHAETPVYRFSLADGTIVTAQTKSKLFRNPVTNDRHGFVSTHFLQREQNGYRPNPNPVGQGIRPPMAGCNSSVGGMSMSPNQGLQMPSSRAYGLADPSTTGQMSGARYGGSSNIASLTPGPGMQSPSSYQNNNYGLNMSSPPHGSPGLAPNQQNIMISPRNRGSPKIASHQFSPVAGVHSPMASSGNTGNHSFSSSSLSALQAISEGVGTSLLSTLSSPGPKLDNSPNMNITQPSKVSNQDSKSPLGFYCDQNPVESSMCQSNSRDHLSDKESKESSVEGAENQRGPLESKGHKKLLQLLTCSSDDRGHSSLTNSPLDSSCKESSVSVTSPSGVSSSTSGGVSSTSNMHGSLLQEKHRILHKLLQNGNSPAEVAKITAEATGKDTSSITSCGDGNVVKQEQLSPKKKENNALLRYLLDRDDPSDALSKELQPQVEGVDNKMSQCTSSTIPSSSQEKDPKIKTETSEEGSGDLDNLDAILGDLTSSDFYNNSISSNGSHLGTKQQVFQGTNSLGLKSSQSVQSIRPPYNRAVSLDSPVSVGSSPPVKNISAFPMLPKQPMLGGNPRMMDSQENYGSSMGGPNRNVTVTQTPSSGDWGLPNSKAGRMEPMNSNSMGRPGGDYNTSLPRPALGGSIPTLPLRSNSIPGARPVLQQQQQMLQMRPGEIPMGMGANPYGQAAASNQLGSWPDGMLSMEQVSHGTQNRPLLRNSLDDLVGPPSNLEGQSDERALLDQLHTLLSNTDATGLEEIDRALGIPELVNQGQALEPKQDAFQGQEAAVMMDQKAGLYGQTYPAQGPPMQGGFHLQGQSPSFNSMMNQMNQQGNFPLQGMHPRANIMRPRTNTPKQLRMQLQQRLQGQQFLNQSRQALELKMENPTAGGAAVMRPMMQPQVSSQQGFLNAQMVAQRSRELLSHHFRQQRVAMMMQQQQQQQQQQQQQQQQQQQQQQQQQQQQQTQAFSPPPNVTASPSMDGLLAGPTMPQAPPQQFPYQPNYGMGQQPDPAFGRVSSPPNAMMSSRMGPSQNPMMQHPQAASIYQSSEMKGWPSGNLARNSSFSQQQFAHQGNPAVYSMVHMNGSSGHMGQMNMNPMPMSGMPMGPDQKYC
Numbers without * were called inactive; nt = no result given. An excerpt; rates above refer to the full screens.

Under each structure: Vif imaging, C8 TRAIL sens, TLR9-MyD88 block, SRC2 inh, TROY NFkB inh, COUP-TFII inh, NOD2-RIPK2 inh, LMP1 NFkB inh, NR5A2 inv ag, SRC1 inh, NCOA3 inh
1: OC(COc1ccccc1)CN1CCC(Cc2ccccc2)CC1 (stereo unspecified)
→ -1, 9, 0, -11, 2, -8, -2, 6, 1, 11, 1
2: CCOc1ccc(CCNC(=O)CN2C(=O)NC(CCSC)C2=O)cc1OCC (stereo unspecified)
→ 2, -5, -4, -2, 2, 0, 0, 0, -1, -2, 19
3: COC(=O)c1ccc2nc(C(F)(F)F)[nH]c2c1
→ -6, 12, 0, -2, -9, -11, -10, 7, -11, 6, 0
4: COc1ccc(OC)c(/C=N/NC(=O)CNC(=O)c2ccc(S(=O)(=O)N3CCOCC3)cc2)c1
→ 0, 4, -1, 5, 1, -1, 12, 1, 11, 17, 7
5: CC1=C(C)CC(C(=O)N2CCN(Cc3ccc4c(c3)OCO4)CC2)C(C(=O)O)C1 (stereo unspecified)
→ 1, 6, 2, 4, -8, -12, -8, -3, 0, -12, -1
6: CCOC(=O)N1CCN(C(=O)Nc2ccc3nc(C)c(C)nc3c2)CC1
→ 41, -5, -9, 7, -3, 9, -5, -5, 13, 3, -8
7: CCOC(=O)C1=C(C)Nc2nc3ccccc3n2C1c1ccccc1 (stereo unspecified)
→ nt, 6, 2, -21, 10, -7, -7, -1, 16, -13, -1
8: CC(=O)c1nnn(-c2nc(N)nc(N(c3ccccc3)c3ccccc3)n2)c1C
→ 0, -24, 5, 14, 26, -3, -5, 11, 13, 2, 19
9: N#CC(c1ccccc1)c1ccc(C(=O)c2ccc(F)cc2)cc1 (stereo unspecified)
→ -1, 0, -8, -4, 8, 15, -1, 9, 10, -2, 13
10: CCN1CCN(c2ncnc3scc(-c4ccc(C)c(C)c4)c23)CC1
→ -3, 1, -3, 12, -12, 12, -7, 5, 7, 11, 24
11: COc1ccc(CC(=O)N(C)c2ccccc2)cc1S(=O)(=O)N1CCOCC1
→ nt, -14, -2, -5, -1, -4, 0, -8, 3, -5, 2
12: CS(=O)(=O)N(CC(=O)Nc1ccc(S(=O)(=O)N2CCOCC2)cc1)c1cccc(F)c1
→ 5, 3, -3, 9, 6, -1, -9, -1, 10, 1, 9
13: CC(=O)Nc1cc(-c2ccccc2N(C)C)cn2c(-c3cccc(C(F)(F)F)c3)cnc12
→ 17, -13, nt, -14, -19, 0, -2, nt, -9, -5, 3
14: CC(=O)c1ccc(-c2cccc3nccn23)cc1
→ -2, -12, nt, -2, 11, 6, 3, nt, -34, -16, 7
15: Cc1ccccc1C(=O)/C=C1/SCC(=O)N1C
→ 11, -18, 3, -28, 9, 8, 1, -5, 18, 4, 4
16: CC1(C)NC(=O)N(CCCOc2ccc3c(c2)CCC3)C1=O
→ -1, -9, -9, -32, -51, -14, -12, -14, -25, -34, -9
17: Cn1ncc(Cl)c1C(=O)Nc1ccc(CN2CCCCC2)cc1
→ 12, 8, -21, -7, 2, 12, 1, 0, -4, -16, 5
18: CCN(CC)C(=O)C1CCCN(C/C=C/c2ccccc2)C1 (stereo unspecified)
→ -1, 3, -7, -5, 10, -13, 7, 13, 16, 7, 6
19: Cc1ccc(C2=Nc3c(ccc4ccccc34)C(c3ccncc3)=NN2)cc1
→ -3, 13, 9, -5, -4, 20, -6, 0, 20, -2, 2
20: Cc1csc2nc(CNC(=O)CCC(=O)O)cn12
→ nt, 2, -1, -5, -1, -1, 10, -12, 13, 11, 6

Molecules from the list above containing a halogen:
Under each structure: Vif imaging, C8 TRAIL sens, TLR9-MyD88 block, SRC2 inh, TROY NFkB inh, COUP-TFII inh, NOD2-RIPK2 inh, LMP1 NFkB inh, NR5A2 inv ag, SRC1 inh, NCOA3 inh
3: COC(=O)c1ccc2nc(C(F)(F)F)[nH]c2c1
→ -6, 12, 0, -2, -9, -11, -10, 7, -11, 6, 0
9: N#CC(c1ccccc1)c1ccc(C(=O)c2ccc(F)cc2)cc1 (stereo unspecified)
→ -1, 0, -8, -4, 8, 15, -1, 9, 10, -2, 13
12: CS(=O)(=O)N(CC(=O)Nc1ccc(S(=O)(=O)N2CCOCC2)cc1)c1cccc(F)c1
→ 5, 3, -3, 9, 6, -1, -9, -1, 10, 1, 9
13: CC(=O)Nc1cc(-c2ccccc2N(C)C)cn2c(-c3cccc(C(F)(F)F)c3)cnc12
→ 17, -13, nt, -14, -19, 0, -2, nt, -9, -5, 3
17: Cn1ncc(Cl)c1C(=O)Nc1ccc(CN2CCCCC2)cc1
→ 12, 8, -21, -7, 2, 12, 1, 0, -4, -16, 5

Carrying on:
Under each structure: Vif imaging, C8 TRAIL sens, TLR9-MyD88 block, SRC2 inh, TROY NFkB inh, COUP-TFII inh, NOD2-RIPK2 inh, LMP1 NFkB inh, NR5A2 inv ag, SRC1 inh, NCOA3 inh
21: Cc1cccc(/C(N)=N/OC(=O)c2cccs2)c1
→ nt, 41, 7, -67, -19, -32, -65, -41, -148, -88, -89
22: COc1ccc(SCC(=O)Nc2ccc(N3CCN(C)CC3)c(F)c2)cc1
→ 2, 9, 7, 12, 2, 10, 1, 4, -4, -14, 8
23: CC1CCCCN1C(=O)C12CCC(C)(/C(=N/O)C1)C2(C)C (stereo unspecified)
→ -3, 7, -1, 14, 13, -6, 0, 7, -3, 16, 3
24: O=C(COC(=O)/C=C/c1ccccc1)NCc1ccco1
→ 6, 7, -4, 15, -2, 12, -4, -2, -1, -2, 0
25: Cc1ccc(C(=O)Nc2ccc(N3CCN(C(=O)c4cccs4)CC3)cc2)c(Cl)c1
→ -1, 14, 0, 5, -12, 13, -1, 36, 5, 19, -7
26: O=C(Nc1nccs1)c1c(O)c2c([nH]c1=O)CCCC2
→ -5, 16, 0, -12, -57, 10, 0, -35, -45, -24, -22
27: COc1cccc(C(=O)C2CN(c3ccccc3)CC2c2ccc(Cl)cc2)c1 (stereo unspecified)
→ 3, -6, -3, 4, -4, -2, 4, -3, 1, -16, 8
28: Nc1nc(C(F)(F)F)cc(=O)[nH]1
→ 16, 12, -11, 2, -8, -8, -4, 6, 5, -9, 11
29: Cc1ccc(NC(=O)CSc2nccn2Cc2ccco2)c(C)c1
→ 21, 40, 4, -45, -32, -44, -7, 11, -98, -80, -102
30: COc1ccc(CCNC(=O)c2ccccc2C(=O)NCCc2ccc(OC)cc2)cc1
→ 4, -3, -5, -21, -13, 12, -4, -7, -12, -19, -5
31: Cc1nc(-c2nc(-c3c(C(=O)NNC(=O)Nc4cccc(Cl)c4)noc3C)cs2)cs1
→ nt, 1, nt, -10, -35, 12, -19, -3, 13, -6, -11
32: CCCC(=O)Nc1nnc(SCC(=O)Nc2nc(C)cs2)s1
→ nt, 18, 0, -6, 11, 5, -8, -5, -21, 7, 8
33: Cn1cnnc1SCC(=O)Nc1ccc(F)cc1
→ -2, -12, 11, -13, 5, 8, 0, -27, 11, -12, 2
34: c1ccc(-c2nnc(SCCC3OCCCO3)o2)cc1
→ 4, 6, 4, -40, -22, -24, -12, -1, -105, -104, -68
35: Cc1ccc(NC(=O)Cn2nc(C(=O)O)c3ccccc3c2=O)c([N+](=O)[O-])c1
→ -9, -24, -10, 2, 0, 3, 14, -1, -7, -4, 0
36: O=C(Cc1cccc(NC(=O)C2CCCN(C(=O)C3CCC3)C2)c1)Nc1ccc(C(=O)N2CCCCC2)cc1 (stereo unspecified)
→ 4, 2, -13, 2, -6, -9, -1, -4, 19, -15, -12
37: Cc1cc(/C=C(\C#N)C(=O)Nc2ccccc2F)c(C)[nH]1
→ -2, 16, 13, -71, -91, -68, -15, -16, -167, -94, -65
38: COC(=O)c1nc(N)sc1C
→ 1, -1, -3, -7, 1, 11, 5, 4, -7, -16, 5
39: Clc1ccc(Nc2ccc3ccccc3n2)cc1
→ 5, 22, 4, -74, -39, -66, -5, -70, -116, -91, -74
40: CCN(CC)C(=O)C1=C(C)N(CCCOC)C(=O)C(CC(=O)NCc2cccc3ccccc23)C1 (stereo unspecified)
→ 3, -9, 3, 15, -13, 8, -8, 4, 11, -12, -52
41: CCOC(=O)c1c(NC(=S)N2CCCCC2)sc2c1CCN(C(=O)OCC)C2
→ -2, 26, nt, -15, -22, 10, -5, nt, -4, 18, -7
42: COc1ccc2cc(C(=O)O)ccc2c1
→ 10, -7, -2, -9, 31, 15, 1, -4, 13, -20, -10
43: Cc1ccc(/C=C/C(=O)NCc2ccc(S(N)(=O)=O)cc2)o1
→ 0, -1, 6, 4, -20, -7, -2, 6, -8, -6, 5
44: Cc1ccc(-n2nnnc2SCC(=O)Nc2ccccc2N2CCCCC2)cc1C
→ -35, 2, -4, 6, 16, 11, -11, 25, 2, -3, -5
45: COc1ccc(CCn2c(NCCCN3CCOCC3)nc3c2c(=O)[nH]c(=O)n3C)cc1
→ 1, -28, 6, -19, -9, 1, -1, -5, 8, 5, 14
46: C=CC[C@H](CC(=O)NCCO)C(=O)NC[C@@H](OC(=O)[C@H](CC=C)CC(=O)OC(C)(C)C)c1ccccc1
→ -2, -8, -7, 1, 7, 4, -2, -5, 1, 13, 2
47: COC(=O)c1cc(NC(=O)CC2NCCNC2=O)cc(C(=O)OC)c1 (stereo unspecified)
→ 9, 5, -7, -7, 18, 10, -5, 1, 16, 16, 11
48: Cc1sc(C(C2C(=O)CC(C)(C)CC2=O)C2C(=O)CC(C)(C)CC2=O)cc1[N+](=O)[O-]
→ 4, -16, 9, -6, 21, 8, 8, -6, -8, -4, -4
49: CC1(C(=O)O)CCC(C(=O)Nc2cccc(F)c2)C1(C)C (stereo unspecified)
→ 18, -14, 0, 16, -13, 9, 11, -16, 20, 12, -8
50: CCOc1ccc2c(c1)[nH]c(=S)n2C
→ 2, -5, -3, -16, 3, -12, 3, 16, -9, 0, -7
51: Cc1cc(C)cc(N=c2c([N+](=O)[O-])nn(-c3cccc(Cl)c3)n2O)c1
→ 0, 6, 4, -9, 45, 10, -2, 3, 34, -8, 9
52: COC(=O)C(CC(=O)c1ccc(Cl)cc1)c1ccccc1 (stereo unspecified)
→ -23, -5, -9, -6, -15, -6, 0, -6, -14, 4, 6
53: CCOC(=O)c1c(C2COc3ccccc3O2)csc1N (stereo unspecified)
→ -5, 4, 4, -6, -17, -3, -1, -3, -1, 4, 7
54: Cc1cccn2cc(CCNC(=O)Cc3cccs3)nc12
→ 7, 8, 3, 21, -6, 10, -3, 1, 6, -48, 12
55: COc1ccc(N2CCOCC2)c(NC(=O)c2cccc3ccccc23)c1
→ 7, -9, 0, 24, 11, -8, 7, -2, 10, -9, 4
56: CCOc1ccccc1-n1c(C)nc2cc(C(=O)O)ccc21
→ 5, -24, 6, -32, -3, 18, 0, -1, 10, -16, 2
